Bioassay records as filed in PubChem.
MrgX1 agonist = agonists of human MrgX1 receptor. Q96LB2. hit rate 0.44% among 310,000. AID 588627. B-score at 10 µM. MrgX1-HEK293 cells, Fluo-4 calcium fluorescence, agonist mode; stronger effect = higher value;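 active means calcium response B-score plate-corrected fluorescence ratio at least 3 library SD, with starting fluorescence B-score inside 5 SD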
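Material: HEK293 cells stably expressing human MrgX1 receptor | Quantity: 15,000 cells per well | Times: Cells plated overnight, dye loaded 0.5 h 37 °C, 0.5 h room temperature | Measured by: Kinetic Fluo-4 NW fluorescence of intracellular calcium | Control set: Positive and negative controls per plate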
TRPC6 inhibitor = mouse TRPC6 channel inhibition. HEK293-TRPC6, membrane potential dye, ACh-evoked depolarization; stronger effect = lower value. AID 2553. Q61143. B-score at 10 µM. hit rate 1.1% among 310,000;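 active means B-score under library mean minus 3 SD, initial fluorescence not abnormally high, positive integrated signal ratio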;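 further: B-score derived from integrated fluorescence ratio over the kinetic read; more negative B-score means stronger inhibition of depolarization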
RGS4 act = potentiators or activators of RGS4. B-score at 10 µM. HEK293 M3R/inducible RGS4, carbachol calcium flux Fluo4; stronger effect = lower value. AID 463111. hit rate 0.92% among 310,000;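 active means B-score of the integrated calcium signal more than 4 SD below the library mean, with starting fluorescence not abnormally high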;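 further: negative B-score means reduced calcium response which marks RGS4 activation or potentiation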
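System – HEK293 FlpIn-TREx cells, stable M3R, doxycycline-inducible RGS4 · Reagent – ECmax carbachol challenge · Times – compound preincubation 20 min at room temperature before agonist · Technique – Fluo4 fluorescence kinetic imaging of calcium · Measure – B score of integrated Fluo4 ratio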
Platelet DG rel = modulates dense granule release in human platelets | hit rate 0.22% among 300,000 | human platelet-rich plasma, SFLLRN dense granule ATP release, luminescence | inhibition, %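 (compounds screened at 7.5 µM in platelet-rich plasma)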;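 active means mean replicate score, as percent of positive control, at or above 50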
TRPC6 act = activates the mouse TRPC6 cation channel; Q61143; HEK293-TRPC6 membrane potential dye fluorescence; stronger effect = higher value; B-score at 10 µM; hit rate 0.13% among 310,000;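 active means B-score of the integrated fluorescence ratio above library mean plus 3 SD, and starting fluorescence ratio within library mean plus 5 SD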;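 further: higher score means more depolarization so channel activation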
MrgX1 allo act = allosterically activates human MrgX1 receptor signaling | Q96LB2 | MrgX1-HEK293, Fluo-4 calcium flux, FDSS; stronger effect = higher value | B-score at 10 µM | hit rate 0.63% among 310,000;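 active means plate-corrected calcium response at least 3 library SD above typical, normal starting fluorescence, not activating the receptor alone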;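 further: compound read alongside a low EC10 to EC30 dose of BAM8-22 agonist; peak minus trough fluorescence over baseline measured at the second addition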
SKKanGAS inh = SKKanGAS growth inhibition | S. pyogenes SKKanGAS, kanamycin growth, BacTiter-Glo, 6 h | inhibition, % at 7.5 µM | hit rate 1.3% among 300,000 | AID 1662;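 active means mean replicate score, as percent of positive control median, at least 50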;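 further: strain carries kanamycin resistance gene driven by streptokinase promoter and grows in 40 µg/ml kanamycin; loss of luminescence reflects streptokinase promoter inhibition or plain growth inhibition; 0% = median of DMSO wells and 100% = positive control at its reference dose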
TRPC4 block = blocks the mouse TRPC4 cation channel | HEK293 TRPC4beta/mu-opioid, DAMGO-evoked Fluo4 calcium flux; stronger effect = lower value | Q9QUQ5 | hit rate 0.39% among 300,000 | B-score at 10 µM;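 active means B-score over 3 SD under the library average, no early fluorescence shift, positive overall ratio signal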
Target sequence (Q9QUQ5 whole entry, looked up): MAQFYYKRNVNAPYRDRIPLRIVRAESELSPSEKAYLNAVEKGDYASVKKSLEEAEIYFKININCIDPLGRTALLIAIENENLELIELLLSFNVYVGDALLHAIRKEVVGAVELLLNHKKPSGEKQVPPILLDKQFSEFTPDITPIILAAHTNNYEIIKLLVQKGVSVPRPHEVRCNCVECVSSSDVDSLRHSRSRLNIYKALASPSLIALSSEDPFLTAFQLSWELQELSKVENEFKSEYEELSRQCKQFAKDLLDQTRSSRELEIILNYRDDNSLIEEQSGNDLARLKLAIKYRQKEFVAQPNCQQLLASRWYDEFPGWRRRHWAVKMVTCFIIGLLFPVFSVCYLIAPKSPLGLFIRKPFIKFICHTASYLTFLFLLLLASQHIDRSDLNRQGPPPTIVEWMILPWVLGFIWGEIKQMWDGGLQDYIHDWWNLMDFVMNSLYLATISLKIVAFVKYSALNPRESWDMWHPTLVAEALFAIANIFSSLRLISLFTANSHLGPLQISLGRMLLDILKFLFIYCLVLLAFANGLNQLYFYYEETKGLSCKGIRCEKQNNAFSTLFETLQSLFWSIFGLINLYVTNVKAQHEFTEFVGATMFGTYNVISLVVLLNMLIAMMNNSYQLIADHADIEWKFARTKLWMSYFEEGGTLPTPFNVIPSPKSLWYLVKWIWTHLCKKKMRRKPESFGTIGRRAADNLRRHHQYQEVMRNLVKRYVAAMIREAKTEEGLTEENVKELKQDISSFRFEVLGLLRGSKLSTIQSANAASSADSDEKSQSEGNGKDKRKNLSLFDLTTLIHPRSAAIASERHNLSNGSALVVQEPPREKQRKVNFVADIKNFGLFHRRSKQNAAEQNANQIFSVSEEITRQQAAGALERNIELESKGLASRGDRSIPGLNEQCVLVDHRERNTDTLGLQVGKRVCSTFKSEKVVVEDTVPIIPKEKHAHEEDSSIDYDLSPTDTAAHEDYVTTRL
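Assay system: Stable TRPC4beta/mu-opioid receptor HEK293 cells | Reagent: DAMGO in two steps, submaximal then maximal | Compound dosing: Single concentration per test compound | Signal: Fluo4 Ca2+ flux fluorescence | Evaluation: Per-well B score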
MrgX1 antagonist = antagonists of human MrgX1 receptor. MRGX1-HEK293 calcium flux, Fluo-4, BAM8-22 antagonism; stronger effect = lower value. B-score at 10 µM. Q96LB2. AID 588676. hit rate 1.3% among 310,000;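 active means calcium-response B-score plate-corrected more than 3 library SD below zero, starting fluorescence within 5 deviations, no agonist response on first addition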;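 further: peak minus trough fluorescence over baseline after final BAM8-22 challenge near maximal dose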
HIF act = HIF pathway transcriptional activation; U2OS HRE-luciferase reporter, luminescence; normalized: DMSO 0%, desferrioxamine 100%; activation, % at 7.5 µM (by protocol); hit rate 0.32% among 300,000;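 active means mean activation of at least 10% of the iron chelator positive control signal, with at least half of replicates also reaching 10%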
RGS4 inh = human RGS4 inhibition | AID 463165 | HEK293 M3R/RGS4 inducible, Fluo-4 calcium flux; stronger effect = higher value; triggered by carbachol at its EC20 | hit rate 0.45% among 310,000 | B-score at 10 µM | P49798;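 active means B-score, a plate-corrected calcium signal, over three deviations above library mean, with baseline fluorescence within five deviations of library mean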;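 further: RGS4 expression induced by doxycycline in cells with stable M3 receptor; B-score is computed from the integrated fluorescence ratio over baseline after carbachol; higher B-score means a larger calcium signal and so more RGS4 inhibition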
An asterisk follows results filed as active; i = inactive; . = no result given.

SMILES | MrgX1 agonist | TRPC6 inhibitor | RGS4 act | Platelet DG rel | TRPC6 act | MrgX1 allo act | SKKanGAS inh | TRPC4 block | MrgX1 antagonist | HIF act | RGS4 inh
CCNC(=S)N/N=C/c1cc(Br)cc(Br)c1OC | i | i | i | 0 | i | i | 1 | i | i | -0.3 | i
Brc1ccc(-c2nnc3c4ccccc4nc(N4CCOCC4)n23)cc1 | i | i | i | -1 | i | i | -1 | i | i | 0.2 | i
COCC(=O)Nc1cc(OC)cc(OC)c1 | i | i | i | -6 | i | i | -4 | i | i | 0.0 | i
Cc1ccc(NC(=O)CN2C(=O)NC(Cc3ccccc3)C2=O)cc1 (centres undefined) | i | i | i | 12 | i | i | 0 | i | i | 0.3 | i
O=C1CS/C(=C\[N+](=O)[O-])N1c1ccccc1 | i | i | i | -1 | i | i | 12 | i | i | 0.6 | i
Cc1cccc(C)c1NC(=S)NC(=O)c1ccccc1F | i | i | i | 6 | i | i | -8 | i | i | -0.2 | i
Cc1ccc(C(=O)Nc2nnc(SCC(=O)N3CCCc4ccccc43)s2)cc1 | i | i | i | 7 | i | i | 8 | i | i | -1.4 | i
CN(c1ccccc1)S(=O)(=O)c1cccc(NC(=O)CC(C)(C)C)c1 | i | i | i | 7 | i | i | -9 | i | i | -0.1 | i
CCCNc1nc(NCC)nc(OC)n1 | i | i | i | 2 | i | i | 3 | i | i | 0.0 | i
COc1ccc(CNC(=O)C2CCC(CNc3nc(=S)[nH]c4ccccc34)CC2)cc1 (centres undefined) | i | i | i | 4 | i | 12* | 4 | i | i | -0.8 | i
COc1ccc(N2CCN(C(=O)c3cc4ccccc4o3)CC2)cc1 | i | i | i | -14 | i | i | -3 | i | i | 0.4 | i
CN(CC(=O)NCc1cccnc1)S(=O)(=O)c1ccc2c(c1)c(=O)n(C)c(=O)n2C | i | i | i | -31 | i | i | -3 | i | i | 0.3 | i
COc1ccc(OC)c(NC(=O)CCc2nnc3ccc(NCc4ccco4)nn23)c1 | i | i | i | 10 | i | i | 6 | i | i | 17* | i
CN(C)S(=O)(=O)c1cc(C(=O)NCC2CCCO2)c(Cl)cc1Cl (centres undefined) | i | i | i | 2 | i | i | -3 | i | i | 0.1 | i
Cn1nc(C(F)(F)F)c(C(=O)Nc2ccc(F)cc2)c1Cl | i | i | i | 1 | i | i | -3 | i | i | 0.1 | i
Cn1c(CNC(=O)c2ccco2)nnc1SCC(=O)N1CCN(c2ccccc2F)CC1 | i | i | i | -12 | i | i | -9 | i | i | -23 | i
Cn1ccnc1C(=O)c1ccc(NN)c([N+](=O)[O-])c1 | i | i | i | -8 | i | i | 2 | i | i | -0.3 | i
O=C1N/C(=C\c2ccccc2)c2ccccc21 | i | i | i | 2 | i | i | 0 | i | i | 2.6 | i
Cc1cc(N2C(=O)C(O)=C(C(=O)c3ccc(C)o3)C2c2ccc(OCc3ccccc3)cc2)no1 (centres undefined) | i | i | i | -15 | i | i | 106* | i | i | . | i
COc1ccc([N+](=O)[O-])cc1NC(=O)Nc1ccc(OC)c(OC)c1 | i | i | i | -2 | i | i | 13 | i | i | -0.1 | i

Some of the entries so far, with tabs:
SMILES	MrgX1 agonist	TRPC6 inhibitor	RGS4 act	Platelet DG rel	TRPC6 act	MrgX1 allo act	SKKanGAS inh	TRPC4 block	MrgX1 antagonist	HIF act	RGS4 inh
COc1ccc(N2CCN(C(=O)c3cc4ccccc4o3)CC2)cc1	i	i	i	-14	i	i	-3	i	i	0.4	i
CN(CC(=O)NCc1cccnc1)S(=O)(=O)c1ccc2c(c1)c(=O)n(C)c(=O)n2C	i	i	i	-31	i	i	-3	i	i	0.3	i

New compounds follow.
SMILES | MrgX1 agonist | TRPC6 inhibitor | RGS4 act | Platelet DG rel | TRPC6 act | MrgX1 allo act | SKKanGAS inh | TRPC4 block | MrgX1 antagonist | HIF act | RGS4 inh
Cc1ccc(S(=O)(=O)N2CCCC(C(=O)NCCCN3CCCCC3C)C2)cc1 (centres undefined) | i | i | i | -1 | i | i | -3 | . | i | 0.0 | i
CCOC(=O)C1=C(C)OC(N)=C(C#N)C1c1ccc(OC)c(CSc2ccccn2)c1 (centres undefined) | i | i | i | -1 | i | i | 7 | i | i | 0.0 | i
CC(=O)c1ccc(NC(=O)CCc2nnc3ccc(N4CCC5(CC4)OCCO5)nn23)cc1 | i | i | i | 1 | i | i | 0 | i | i | 2.5 | i
Cc1ccc(NCCC(=O)c2ccccc2)cc1Cl | i | i | i | 2 | i | i | 1 | i | i | 3.3 | i
CCN(CC)CCn1c(NCc2ccc(OC)cc2)nc2ccccc21 | i | i | i | -2 | i | i | -3 | i | i | 0.5 | i
CCOc1ccccc1Nc1nc2ccccc2[nH]1 | i | i | i | 5 | i | i | -1 | i | i | 0.3 | i
NCC(=O)NNC(=O)OCC1c2ccccc2-c2ccccc21 | i | i | i | -6 | i | i | 5 | i | i | 0.9 | i
O=C(COC(=O)c1c(Cl)cccc1Cl)Nc1ccccc1Br | i | i | i | 5 | i | i | -1 | i | i | -0.1 | i
CCc1nccn1S(=O)(=O)c1ccc(Br)cc1Br | i | i | i | 1 | i | i | 4 | i | i | 1.0 | i
Cc1cccc(CS(=O)(=O)Cc2ccc(C(=O)NCC3CCCO3)o2)c1 (centres undefined) | i | i | i | -11 | i | i | -8 | i | i | -0.3 | i
CCN(C(=O)COC(=O)c1ccc(Cl)cc1N)C1CCCCC1 | i | i | i | -2 | i | i | 0 | i | i | 0.6 | i
CCOC(=O)CC(=O)CSc1nc2sc(C)cc2c(=O)n1Cc1ccco1 | i | i | i | 11 | i | i | 4 | i | i | -0.1 | i
CCSc1ncc(/C=N/Nc2ccc([N+](=O)[O-])cc2)n1C | i | . | . | 0 | . | i | 3 | . | i | 3.4 | .
CCc1ccc(NC(=O)C2CCN(S(=O)(=O)c3cnc[nH]3)CC2)cc1 | i | i | i | 5 | i | i | -1 | i | i | 0.6 | i
Cc1ccsc1C1C(C#N)=C(N)OC2=C1C(=O)CCC2 (centres undefined) | i | i | i | 10 | i | i | -7 | i | i | -0.1 | i
Cc1cc(C)c(S(=O)(=O)N(C)CC(=O)NC2CCCC2)c(C)c1 | i | i | i | -9 | i | i | -5 | i | i | -0.5 | i
O=C(O)C1CCC(N2C(=O)c3cccc([N+](=O)[O-])c3C2=O)CC1 (centres undefined) | i | i | i | -6 | i | i | -4 | i | i | 0.2 | i
O=C(NCCCN1CCCCC1)c1ccc2c(c1)NC(=O)c1ccccc1S2 | i | i | i | -7 | i | i | -9 | i | i | 2.4 | i
COC(=O)Cn1c(=NC(=O)CSCC(=O)NC2CCCCC2)sc2cc(OC)ccc21 | i | i | i | 11 | i | i | -4 | i | i | -0.1 | i
COc1ccc(NC(=O)Cn2c(=O)n(CC3CCCO3)c(=O)c3cc(OC)c(OC)cc32)cc1OC (centres undefined) | i | i | i | 4 | i | i | 0 | i | i | 0.1 | i
Cc1cc(Cl)ccc1OCc1nc(-c2ccc(O)cc2)n[nH]1 | i | i | i | 0 | i | i | -4 | i | i | -0.1 | i
CN(C)C(/C=C/Nc1ccc(F)cc1F)=C(C#N)C#N | i | i | i | -2 | i | i | -2 | i | i | . | i
Cc1nn(-c2ccc(F)cc2)c(C)c1NS(=O)(=O)c1ccc(Cl)cc1 | i | i | i | -4 | i | i | -2 | i | i | -3.1 | i
O=C1CCC([N+](=O)[O-])C(c2ccccc2F)N1 (centres undefined) | i | i | i | . | i | i | 0 | i | i | 0.8 | i
COc1ccc(/C=C(/NC(=O)c2ccccc2)C(=O)NCC2CCCO2)cc1 (centres undefined) | i | i | i | -4 | i | i | 0 | i | i | 0.6 | i
COCCCN(C(=O)CC1OC(=O)c2ccccc21)c1c(N)n(Cc2ccccc2)c(=O)[nH]c1=O (centres undefined) | i | i | i | -1 | i | i | -5 | i | i | 2.0 | i
OC(COc1ccc(Br)cc1)CN1CCC(Cc2ccccc2)CC1 (centres undefined) | i | i | i | 15 | i | i | 0 | i | i | -0.5 | i
O=C(Cc1ccccc1)NCC(=O)OCC(=O)c1ccccc1Cl | i | i | i | 2 | i | i | 1 | i | i | 0.5 | i
CCOc1ccc(/C=N/n2c(SC)nnc2-c2ccccc2)cc1OCC | i | i | i | -2 | i | i | -1 | i | i | 0.0 | i
Cc1ccc(NC(CC(=O)c2ccccc2)C(=O)O)cc1Cl (centres undefined) | i | i | i | 11 | i | i | -5 | i | i | 2.9 | i
COc1cc(CC(=O)OCc2cccc([N+](=O)[O-])c2)cc(OC)c1OC | i | i | i | 4 | i | i | 0 | i | i | 2.0 | i
Cc1ccc(C(=O)Nc2ccc3c4c(cccc24)CC3)cc1[N+](=O)[O-] | i | i | i | 18 | i | i | 0 | i | i | 2.3 | i
Cc1cc(C)n(CC(=O)N/N=C/c2c[nH]c3ccccc23)n1 | i | i | i | 1 | i | i | 0 | i | i | 0.0 | i
Cc1ccc(-n2cnnn2)cc1Cl | i | i | i | -2 | i | i | -3 | i | i | -0.9 | i
CC1Cc2ccccc2N1C(=O)c1ccc(Br)o1 (centres undefined) | i | i | i | 14 | i | i | 12 | i | i | 4.2 | i
CCN(CC)CCCNc1nc(-n2nc(C)cc2C)nc2sc3c(c12)CC(C)(C)OC3 | i | -10* | i | 4 | i | i | 10 | i | i | 2.4 | i
CCOc1ccc(NS(=O)(=O)c2ccc(NC(=S)NC(C)=O)cc2)cc1 | i | i | i | 0 | i | i | -4 | i | i | -0.1 | i
COc1ccc(NC(=O)Nc2ccc(C(=O)N3CCOCC3)cc2)cc1 | i | i | i | 2 | i | i | 2 | i | i | 0.5 | i
CCOC(=O)c1c(NC(=O)CNCCOC)sc2c1CCCC2 | i | i | i | 3 | i | i | 7 | i | i | 0.3 | i
Cc1cccc(N2C(=O)C3CCC(c4ccccc4)CC3C2=O)c1 (centres undefined) | i | i | i | -19 | i | i | 3 | i | i | . | i
COC(=O)c1cc(=O)n(Cc2ccc(OC)cc2)c(=NCc2ccc(OC)cc2)s1 | i | i | i | -5 | i | i | -2 | i | i | -0.6 | i
COc1ccc(CCN(C)C/C=C/c2ccccc2)cc1OC | i | i | i | -6 | i | i | 1 | i | i | -5.8 | i
Cc1cc2c(cc1S(=O)(=O)N(C)Cc1ccccc1)OCC(=O)N2 | i | i | i | 1 | i | i | 1 | i | i | 0.0 | i
